Source: PubChem
SR-BI DiI inh: inhibitors of SR-BI mediated HDL lipid uptake, primary screen, ldlA[mSR-BI] cells, fluorescence, single point | 320,000 tested, 0.96% active | Scavenger receptor class B member 1 (Mus musculus), Q61009 | inhibition, % at 12.5 µM | AID 488896, 2010 | ldlA[mSR-BI] CHO cells, DiI-HDL uptake fluorescence, 3 h;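 active = mean replicate inhibition of at least 70% and a set share of replicates each scoring 70 or more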;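 also: 0% = median of neutral control wells and 100% = median of positive control wells; values of inactives mirror those of a sister screen read the other way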
PvdQ acylase: P. aeruginosa PvdQ acylase inhibitors, primary screen, biochemical, fluorescence, plate reader and imaging, single point | 340,000 tested, 0.063% active | inhibition, % at 10 µM | purified PvdQ acylase | PvdQ acylase [Pseudomonas aeruginosa LESB58]; in the data active = inhibition above about 30%, passing the limit was not always enough;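 also: 0% = vehicle neutral wells and 100% = reference inhibitor wells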
DAGLB inhibitor: DAGLB lipase inhibitors, primary screen, biochemical, fluorescence, HTS; HEK293T DAGLB membrane lysate, EnzChek fluorogenic substrate; 340,000 tested, 0.059% active; AID 504411, 2011; inhibition, % at 5.17 µM; in the data active = inhibition above about 34%;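 also: 0% = enzyme with vehicle and 100% = wells lacking enzyme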
Arr AP2 block: inhibitors of beta-arrestin/AP2 binding, primary screen, biochemical, GPCR trafficking, flow cytometry; beta-arrestin 1 C-terminal peptide binding to AP2 beta2-adaptin appendage (human); FITC-arrestin peptide / GST-AP2 beads; AP2 beta2 appendage carries R879A mutation; inhibition, % at 10 µM; 340,000 tested, 0.31% active;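 active = inhibition above a set limit, near 3 SD of compounds lacking own fluorescence, cut at about 54% in these data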;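 also: plate controls were DMSO wells for no effect and 5 µM unlabelled arrestin peptide for full effect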
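Material – GST-tagged AP2 beta2-adaptin appendage (R879A) on 4 µm glutathione beads · Probe or stimulus – fluorescein-tagged arrestin peptide at 50 nM final · Timing – 12 min plus 1 h, RT · Detection – bead flow cytometry, FITC channel · Read-out basis – inhibition as reduced fluorescein signal on beads, percent · Medium – PBS plus Tween 20 (0.05%) and BSA (0.1%)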
LANA DNA inh: inhibitors of KSHV C-LANA binding to DNA, primary screen, biochemical, fluorescence polarization, FAM-LBS DNA, MBP-C-LANA, single point; Kaposi's sarcoma herpesvirus LANA C-terminal domain (residues 932-1162) DNA binding; inhibition, % at 9 µM; 340,000 tested, 0.078% active; AID 504423, 2011;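 active = highest replicate inhibition at or above 60% at 9 µM, even if other replicates fall short; inactive = all replicates below 60% inhibition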;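 also: 0% = neutral control wells and 100% = 4 µM acridine orange control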
SR-BI DiI-HDL act: activators of SR-BI mediated DiI-HDL uptake, primary screen, ldlA[mSR-BI] CHO cells, DiI fluorescence; 3 h; 100 = double the neutral-control signal; AID 504775, 2011; 320,000 tested, 0.096% active; activation, % at 12.5 µM;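 active = mean replicate activation of at least 60% and every replicate at or above 60%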;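 also: 0% = median plate neutral-control signal and 100% = twice that signal; values of inactives mirror those of a sister screen read the other way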
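Assay system: CHO ldlA[mSR-BI] cells, LDL receptor-null, SR-BI overexpressing; medium: Ham's F12 with 0.5% BSA, HEPES 25 mM, pH 7.4; also added: DiI-HDL 10 µg/mL; timing: 3 h uptake period with compound, 37 °C; signal: DiI fluorescence, bottom read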
PKA-R2B act: activators of PKA-R2B holoenzyme, primary screen, biochemical, fluorescence polarization, Cy5-IP20, human; 340,000 tested, 0.079% active; AID 504700, 2011; activation, % at 11.4 µM; PKA-R2B holoenzyme dissociation; R2B truncated from residue 108, S112A mutant; 0% DMSO only, 100% 113 µM cGMP;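 active = activation above a cutoff set at the mean over all compounds plus 3 SD, cut at about 18% in these data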;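 also: higher means more holoenzyme dissociation and a rise in polarization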
Target sequence (P31323 whole entry, looked up, other chains not shown, the tested form may be a part): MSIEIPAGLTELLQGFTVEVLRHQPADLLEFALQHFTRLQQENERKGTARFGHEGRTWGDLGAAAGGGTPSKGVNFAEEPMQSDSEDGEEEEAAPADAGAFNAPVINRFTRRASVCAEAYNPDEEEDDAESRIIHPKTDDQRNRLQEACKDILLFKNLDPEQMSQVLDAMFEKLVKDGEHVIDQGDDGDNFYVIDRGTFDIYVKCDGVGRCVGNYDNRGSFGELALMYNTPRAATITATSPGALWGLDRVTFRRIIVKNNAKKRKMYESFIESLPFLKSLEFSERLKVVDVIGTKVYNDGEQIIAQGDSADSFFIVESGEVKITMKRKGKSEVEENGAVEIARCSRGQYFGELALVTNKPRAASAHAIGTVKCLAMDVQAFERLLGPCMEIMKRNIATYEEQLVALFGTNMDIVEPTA
Keap1-Nrf2 PPI: Keap1-Nrf2 protein-protein interaction inhibitors, primary screen, biochemical, fluorescence polarization, single point | 340,000 tested, 0.15% active | Kelch-like ECH-associated protein 1 (Homo sapiens), Q14145 | inhibition, % at 9.4 µM | Keap1 Kelch-Nrf2 peptide fluorescence polarization, 1536-well; in the data active = inhibition above about 12%;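 also: human Keap1 Kelch domain with fluorescein labeled Nrf2 9mer peptide probe; 0% = neutral control wells and 100% = peptide positive control; higher means more block of Keap1 binding to Nrf2 peptide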
Target sequence (Q14145 whole entry, looked up, the tested form may be a part): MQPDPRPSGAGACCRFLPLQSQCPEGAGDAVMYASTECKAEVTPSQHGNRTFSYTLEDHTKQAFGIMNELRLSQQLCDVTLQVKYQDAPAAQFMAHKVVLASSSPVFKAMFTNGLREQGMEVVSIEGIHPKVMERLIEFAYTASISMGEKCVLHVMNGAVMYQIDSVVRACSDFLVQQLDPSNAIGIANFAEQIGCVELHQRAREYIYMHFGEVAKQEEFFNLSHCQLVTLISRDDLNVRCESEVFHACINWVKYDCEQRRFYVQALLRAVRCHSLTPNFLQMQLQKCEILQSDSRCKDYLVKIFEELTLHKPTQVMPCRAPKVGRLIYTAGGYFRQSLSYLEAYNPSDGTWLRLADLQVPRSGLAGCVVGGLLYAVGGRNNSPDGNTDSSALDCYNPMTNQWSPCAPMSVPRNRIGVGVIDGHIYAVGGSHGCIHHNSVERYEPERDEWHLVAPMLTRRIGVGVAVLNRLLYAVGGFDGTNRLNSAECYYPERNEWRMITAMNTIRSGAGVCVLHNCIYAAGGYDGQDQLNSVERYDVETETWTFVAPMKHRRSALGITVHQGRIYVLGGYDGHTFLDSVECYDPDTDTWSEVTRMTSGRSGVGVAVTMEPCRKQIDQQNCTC
Cardiac RTF inh: cardiac RTF calcium sensitivity inhibitors, primary screen, biochemical, IANBD-TnC fluorescence, EC70 calcium. Troponin I, cardiac muscle (Homo sapiens) + Troponin T, cardiac muscle (Homo sapiens) + …. IANBD-labeled cardiac RTF, Ca2+ fluorescence. inhibition, % at 7.15 µM. 340,000 tested, 0.12% active. AID 493244, 2011;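 active = inhibition above the mean inhibition of all tested compounds plus 3 SD, cut at about 17% in these data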;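 also: assay run at fixed EC70 calcium of 1.6 mM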
NSD2 HMT inh: NSD2 histone methyltransferase inhibitors, primary screen, biochemical, AlphaScreen, single concentration, set 2; 310,000 tested, 0.54% active; inhibition, % at 12.5 µM; Histone-lysine N-methyltransferase NSD2 (Homo sapiens), O96028; NSD2 peptide methylation, 120 min; in the data active = inhibition above about 50%
Starred values were filed as active, the others as inactive; nt = not tested or not shown.

SR-BI DiI inh	PvdQ acylase	DAGLB inhibitor	Arr AP2 block	Molecule	LANA DNA inh	SR-BI DiI-HDL act	PKA-R2B act	Keap1-Nrf2 PPI	Cardiac RTF inh	NSD2 HMT inh
-4	-10	-1	-4	CCN1C[C@@H]2[C@@H]3C(=O)N(Cc4ccccc4)C(=O)[C@@H]3[C@](CC)(C(=O)OC)N2C1=NC	0.4	4	0	2	-5	nt
11	-8	1	7	CN1CCN(CCc2nc3cc(NC(=O)COc4ccc([N+](=O)[O-])cc4)ccc3n2C)CC1	0.6	-11	-3	2	-3	-5
-26	-14	-2	2	O=C1COc2ccc(C(=O)COC(=O)CNC(=O)c3ccccc3)cc2N1	0.4	26	-2	-6	1	-2
-54	7	1	31	Cc1c(CC(=O)O)c(=O)oc2cc(OCc3ccc(Br)cc3)ccc12	0.8	54	2	0	0	0
33	6	-3	2	O=C(COc1ccc(F)cc1)Nc1cc(Cl)ccc1-n1cncn1	-1.0	-33	6	-3	-9	3
9	-1	-2	27	COc1cc(/C=C(\NC(=O)c2ccccc2)C(=O)Nc2nccs2)ccc1OC(C)=O	0.2	-9	-5	-2	-5	-3
-27	7	1	-5	O=S(=O)(NCC(c1cccnc1)N1CCc2ccccc2C1)c1ccccc1 (configuration not stated)	-0.9	27	-4	-1	-3	1
2	-16	-1	-6	CCN(CC)S(=O)(=O)c1ccc2c(c1)nc(SC(C)C(=O)NCC1CCCO1)n2CC (configuration not stated)	-0.4	-2	-6	1	-6	-1
12	-4	2	-7	C/C(=N\O)C(C)(C)NC(=O)Nc1ccc(Cl)cc1	-0.1	-12	1	-4	-6	0
1	-12	-2	3	Cc1cc2ccccc2cc1CN1CCCCC1	-1.8	-1	-11	-2	-5	-2
70	5	1	33	COc1cc(/C=C/C(=O)Nc2cccnc2)cc(OC)c1OC	-0.3	-70	-3	-2	0	0
-12	-10	-2	-1	CCCN(C(=O)CSc1nnc2ccccn12)C1CCS(=O)(=O)C1 (configuration not stated)	2.1	12	2	1	-7	-2
27	-19	-4	-1	CC(C)C(=O)NC(=S)Nc1ccc(S(=O)(=O)N(C)Cc2ccccc2)cc1	-0.2	-27	2	-3	-1	11
22	8	-2	16	O=[N+]([O-])c1cc(Cl)c(Cl)c(Cl)c1Cl	-0.5	-22	0	-2	-6	nt
-35	-10	-2	-9	CCC12CN(C(=O)c3ccc(OC)cc3)CC(CC)(CN(C(=O)c3ccc(OC)cc3)C1)C2=O	1.6	35	-9	-1	1	2
28	-12	-2	9	COc1ccc(-c2nc(C(=O)NCCCN3CCOCC3)cc3c2[nH]c2ccccc23)cc1OC	-1.8	-28	1	-7	-1	nt
29	-19	-5	-1	Cc1ccc(-c2nn(-c3ccccc3)cc2CC(=S)N2CCOCC2)cc1	-1.0	-29	-1	-6	-6	-1
-39	-3	0	-6	CSc1nc(Cl)c(C#N)c(-c2ccc(C)cc2)n1	1.4	39	-3	-1	7	-2
-18	0	0	-2	COc1cccc(CN2CCN(C(=O)c3cccc4ccccc34)CC2)c1	-1.7	18	-2	-2	-3	3
3	1	2	0	CN(CC(=O)N1CCN(c2cccc(Cl)c2)CC1)S(=O)(=O)c1cccs1	-1.2	-3	-8	2	-2	-4
5	-13	-1	2	CC(=O)Nc1ccc(S(=O)(=O)NCc2ccc(C)cc2)cc1	1.3	-5	-4	-6	2	2
-39	1	-2	-5	Nc1cc(=O)[nH]c(SCc2csc(-c3ccccc3)n2)n1	2.0	39	5	1	3	2
17	4	-1	12	Cc1ccc(S(=O)(=O)N2CCC(C(=O)Nc3ccccc3N3CCCC3)CC2)cc1C	-1.4	-17	-13	-2	-14	-3
-10	-4	-2	-13	CC(C)(C)C(=O)Nc1ncc(C(F)(F)F)cc1Cl	2.9	10	6	-1	-33	-9
-2	12	1	13	COc1ccccc1C(=O)NCC(=O)OCC(=O)N(CC(C)C)c1c(N)n(Cc2ccccc2)c(=O)[nH]c1=O	-0.5	2	-7	-8	-15	3
1	-6	3	7	CCCCNC1=CC(=O)C(=O)c2ccccc21	1.7	-1	-2	-6	-12	140*
-6	-12	-13	-4	C[C@@H](CSc1ccccc1)CN1CC[C@H](C(C)(C)C)CCC1=O	-1.9	6	-3	-7	3	nt
-11	-8	-4	-4	CC1CN(S(=O)(=O)c2cccc(C(=O)OCC(=O)c3cccs3)c2)CC(C)O1 (configuration not stated)	0.6	11	-8	-2	2	0
-11	-15	-6	2	CC(NC(=O)COC(=O)COc1ccc(Cl)cc1)c1ccccc1 (configuration not stated)	1.9	11	-8	1	-1	9
-6	-3	1	9	CC(C)CCN(C(=O)CNC(=O)c1ccco1)C(C(=O)NC1CCCCC1)c1ccco1 (configuration not stated)	0.8	6	13	-2	-8	0
-17	11	-5	5	CCN(CC)CCN1C(=O)C(=O)/C(=C(/O)c2c(C)[nH]c(C(=O)OC)c2C)C1c1ccccc1 (configuration not stated)	-2.3	17	-4	6	0	7
-31	2	-4	20	Cc1cc2c(=O)oc(-c3ccc(F)cc3)nc2s1	0.4	31	-8	-2	-5	-3
-7	-19	-5	-7	CCCN(CCO)Cc1cccc(Br)c1	1.4	7	0	-3	-14	-2
16	-5	-11	-6	O=C(NC(=S)N(Cc1ccccc1)Cc1ccccc1)C1CCCCC1	-0.8	-16	-11	-4	-12	-2
-14	-17	1	-8	COc1ccc(Cc2nnc(NC(=O)c3ccco3)s2)cc1	1.3	14	-2	-3	-6	-2
-17	0	-1	27	Cc1nn(C)c(C(=O)Nc2ccn(Cc3c(F)c(F)cc(F)c3F)n2)c1[N+](=O)[O-]	-0.4	17	-6	-2	-7	9
2	-14	-5	-5	CCOC(=O)c1c(-c2ccc(C)o2)csc1NC(=O)CN1CCN(CC)CC1	0.9	-2	-11	-36	-3	5
-15	-6	0	5	CN(C)N1C(N)=C(C#N)C(c2ccsc2)C2=C1CCCC2=O (configuration not stated)	1.6	15	6	-3	-6	-1
13	2	4	-10	CCN(Cc1cc2cc(C)ccc2[nH]c1=O)S(=O)(=O)c1ccccc1	0.0	-13	-4	-5	-2	nt
-54	9	-1	26	O=C(COC(=O)Cn1cnc2ccccc21)NCCc1ccc(Cl)cc1	0.6	54	2	-3	-12	-1
0	-11	-1	-4	Fc1ccc(CSc2nnc(-c3ccncc3)o2)cc1	0.7	0	-8	-3	-6	25
-11	-9	0	-5	Cc1ccc(C(=O)OCC(=O)NCCC2=CCCCC2)cc1N	-0.5	11	-9	-2	-15	0
-7	-4	-1	3	Cc1noc(C)c1CSCC(=O)Oc1ccc(N(C)S(=O)(=O)c2ccc(Cl)cc2)cc1	0.2	7	0	2	-10	0
-13	12	2	9	O=c1cc(CN2CCN(S(=O)(=O)c3ccc4c(c3)OCCO4)CC2)c2ccc(O)cc2o1	0.7	13	-6	-5	-1	-1
-28	8	-2	19	COc1ccc(N(C(=O)c2cc3ccccc3oc2=O)C2C=CS(=O)(=O)C2)c(OC)c1 (configuration not stated)	-0.2	28	-9	-3	8	0
37	-7	0	-6	O=C(c1ccc(Br)o1)N(c1ccccn1)C1CCCCC1	2.0	-37	-7	-6	2	0
-1	-13	1	-6	COc1cc(C(=O)NNC(=O)c2ccc(S(=O)(=O)N3CCCCC3)cc2)cc(OC)c1OC	2.8	1	-11	-5	-3	0
0	-4	-12	-1	O=C(Nc1ccccc1N1CCCCC1)c1ccc(-c2cccc(Cl)c2)o1	1.1	0	6	-2	6	-2
-16	-6	-3	-6	O=C(O)c1cc(S(=O)(=O)Nc2ccc3c(c2)OCCO3)c(Cl)cc1Cl	-1.4	16	0	-6	-3	nt
-20	4	-1	0	C=CCSC1=NC(=O)/C(=C/c2cccs2)S1	-0.8	20	-3	5	4	9

Entries shown so far with a cyano group (two):
SR-BI DiI inh	PvdQ acylase	DAGLB inhibitor	Arr AP2 block	Molecule	LANA DNA inh	SR-BI DiI-HDL act	PKA-R2B act	Keap1-Nrf2 PPI	Cardiac RTF inh	NSD2 HMT inh
-39	-3	0	-6	CSc1nc(Cl)c(C#N)c(-c2ccc(C)cc2)n1	1.4	39	-3	-1	7	-2
-15	-6	0	5	CN(C)N1C(N)=C(C#N)C(c2ccsc2)C2=C1CCCC2=O (configuration not stated)	1.6	15	6	-3	-6	-1

The list continues.
SR-BI DiI inh	PvdQ acylase	DAGLB inhibitor	Arr AP2 block	Molecule	LANA DNA inh	SR-BI DiI-HDL act	PKA-R2B act	Keap1-Nrf2 PPI	Cardiac RTF inh	NSD2 HMT inh
-20	-10	-3	5	CCOCCOC(=O)C1=C(C)N(C)C(=O)NC1c1ccccc1Cl (configuration not stated)	2.7	20	-1	-5	-16	nt
-1	-17	3	7	Cc1ccc(Cl)cc1N(CC(=O)N1CCCCCC1)S(C)(=O)=O	-1.5	1	3	-4	5	1
-24	-11	1	8	CCSc1nc(O)cc(=O)[nH]1	0.0	24	1	0	-3	-1
11	1	-1	36	COc1cc(S(=O)(=O)N2CCCCC2)c(OC)cc1Br	-0.2	-11	-11	5	-4	24
23	-13	4	6	CCCCn1c(N)c(N(CC(C)C)C(=O)c2cc(-c3ccc(OC)cc3)nc3ccccc23)c(=O)[nH]c1=O	0.2	-23	3	-2	4	7
-6	6	0	57*	Cc1ccc(C(=O)COC(=O)CCN2C(=O)C3C4C=CC(C5CC45)C3C2=O)cc1 (configuration not stated)	0.5	6	-8	6	0	-3
2	3	-5	21	Cn1c(NCCO)nc2c(c1=O)C1(CCCCC1)Cc1ccccc1-2	0.9	-2	-6	3	1	nt
-6	-16	8	-3	Cc1cnc(NC(=O)NCC2CCCC(CNC(=O)Nc3ncc(C)s3)C2)s1 (configuration not stated)	2.5	6	-4	-2	-10	5
nt	-18	-2	-6	COC(=O)CN(c1ccc(OC)cc1)S(=O)(=O)c1c(C)noc1C	-0.4	nt	-7	-1	-2	3
nt	-9	-11	12	Cc1cc(C)cc(N2C(=O)CN(Cc3ccccc3)C2=S)c1	1.6	nt	8	-1	-5	-1
